Screens as filed in PubChem BioAssay.
HP1b binding inh – blocks HP1-beta chromodomain binding to methylated histone tails | P83916 | AlphaScreen HP1-beta / biotin-H3K9me3 peptide binding | Potency, µM (doses to about 114 µM), for inactives: top-dose activity change, negative = inhibition, usual class: inhibitors | 390,000 compounds, 0.56% hits | AID 540317; also: potency is read from the fitted curve at half-maximal effect; nearly all actives have a fitted effect of over 70% in size; inactives centre near 23
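AlphaScreen: HP1-beta (50 nM) preformed 30 min with biotin-H3(1-18)K9me3 peptide (50 nM) in PBS pH 7.4, 0.01% Tween-20. Compound added for 30 min at RT, then streptavidin donor/nickel chelate acceptor beads (10 ug/mL) for 30 min.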
RGS4 inhibitor – blocks human RGS4-accelerated GTP hydrolysis | Transcreener GDP fluorescence polarization, RGS4-accelerated GTP hydrolysis | 390,000 compounds, 0.039% hits | AID 504845 | Potency, µM (series often up to 114 µM), without a hit: at the highest dose activity change, negative = inhibition, actives largely listed as inhibitors; also: potency is read from the fitted curve at half-maximal effect; % is scaled to controls: 0 for no effect and ±100 for the full control effect; nearly all actives have a fitted effect of over 75% in size; some results filed as inactive show a strong effect at the top dose
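MLSMR compounds (23 nl, pin-transferred) preincubated 10 min at room temperature with a 500nM (2x) first reagent, then RGS4 at 900nM (2x) plus Transcreener GDP mix added; fluorescence polarization (620/688 nm) read before and after 90 min at 30 °C.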
12-LOX inh – blocks human arachidonate 12S-lipoxygenase | purified 12hLO, xylenol orange hydroperoxide absorbance | Potency, µM (series often up to 108 µM), inactives show at the top dose activity change, negative = inhibition, most hits filed as inhibitors | 580,000 compounds, 1.1% hits; also: potency is read from the fitted curve at half-maximal effect; % is scaled to controls: 0 for no effect and ±100 for the full control effect
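Purified human 12hLO at 150 nM in 25 mM Hepes, 0.01% Triton X-100, pH 7.0, preincubated 15 min at room temperature with compound. Reaction started with 40 uM arachidonic acid, 30 min at room temperature. Hydroperoxide measured by Fe-xylenol orange, 573/405 nm absorbance ratio.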
JMJD2A Tudor inh – blocks the human JMJD2A Tudor domain; AID 504339; Potency, µM (series often up to 114 µM), without a hit: at the highest dose activity change, negative = inhibition, usual class: inhibitors; AlphaScreen JMJD2A-Tudor / H3K4me3 peptide binding; 390,000 compounds, 4.4% hits; O75164; also: potency is read from the fitted curve at half-maximal effect; % is scaled to controls: 0 for no effect and ±100 for the full control effect; nearly all actives have a fitted effect of over 50% in size
G9a block – blocks human histone lysine methyltransferase G9a; Q96KQ7; G9a H3K9 monomethylation, AlphaScreen, 2 h; Potency, µM (doses to about 102 µM), for the others: at the highest dose activity, negative = inhibition, actives largely listed as inhibitors; 350,000 compounds, 8.8% hits; also: potency is read from the fitted curve at half-maximal effect; % is scaled to controls: 0 for no effect and ±100 for the full control effect; nearly all actives have a fitted effect of over 75% in size
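Quantitative HTS format: methyltransferase activity on a biotin-tagged H3K9 peptide is measured by AlphaScreen, using a rabbit anti-monomethyl-H3K9 antibody with streptavidin donor and anti-IgG acceptor beads. Final levels are 20 nM enzyme, 500 nM peptide, 20 uM SAM; 2 h RT.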
GLS inhibitor – glutaminase GLS (human) inhibition; Potency, µM (series often up to 45.5 µM), without a hit: at the highest dose activity change, negative = inhibition, most hits filed as inhibitors; 410,000 compounds, 0.21% hits; GLS enzymatic activity, qHTS titration; O94925; AID 624170; also: potency is read from the fitted curve at half-maximal effect; % is scaled to controls: 0 for no effect and ±100 for the full control effect
Target sequence (O94925 whole entry, looked up): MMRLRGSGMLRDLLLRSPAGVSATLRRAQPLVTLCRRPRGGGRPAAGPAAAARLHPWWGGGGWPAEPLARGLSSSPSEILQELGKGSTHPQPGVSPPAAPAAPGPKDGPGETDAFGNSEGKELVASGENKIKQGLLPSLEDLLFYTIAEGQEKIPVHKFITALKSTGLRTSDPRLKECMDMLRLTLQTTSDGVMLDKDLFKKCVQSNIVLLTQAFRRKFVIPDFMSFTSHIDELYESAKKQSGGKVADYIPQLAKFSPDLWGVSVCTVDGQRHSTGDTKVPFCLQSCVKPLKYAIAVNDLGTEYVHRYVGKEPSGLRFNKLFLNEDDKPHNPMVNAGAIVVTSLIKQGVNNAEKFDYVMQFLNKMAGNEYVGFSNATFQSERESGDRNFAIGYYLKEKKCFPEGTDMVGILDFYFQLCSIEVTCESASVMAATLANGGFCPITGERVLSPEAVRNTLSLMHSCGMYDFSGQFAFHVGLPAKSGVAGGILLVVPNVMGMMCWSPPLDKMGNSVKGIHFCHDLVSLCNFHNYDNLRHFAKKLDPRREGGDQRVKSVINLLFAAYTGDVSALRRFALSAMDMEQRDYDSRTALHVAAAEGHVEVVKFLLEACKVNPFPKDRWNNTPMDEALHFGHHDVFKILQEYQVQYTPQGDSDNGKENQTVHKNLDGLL
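hKGA; 45 mM KH2PO4 pH 8.2 + 0.02% Tween-20; cpd via pin tool; 1 mM Gln soln; GluOx/HRP/Amplex Red; RT 30 min; fluor. t0 & final.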
ERG-DNA inh – inhibitors of human ERG Ets domain-DNA interaction | P11308 | fluorescence polarization, His-ERG Ets domain / labelled DNA | Potency, µM (highest dose often 76.9 µM), for the others: top-dose FP activity, negative = inhibition, hits mostly inhibitors | 370,000 compounds, 0.028% hits | AID 624246; active = well fitted inhibition curve with a large enough effect in the polarisation, with a control signal flat; inconclusive = small, poorly fitted or top-dose-only effect, or effect the other way, or a change in a side signal; inactive = no such curve, though single readings can be large or run the other way; the % refers to the polarisation;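 also: polarization taken with two DNA probes labelled with fluorescein and Texas red; potency is read from the fitted curve at half-maximal effect; % of control where 0% means no effect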
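His-tagged ERG Ets domain (1 uM in the protein solution; 300mM KCl, 50mM Tris-HCl, 1mM EDTA, 1mM DTT, pH 7.5) received compound, then a probe mix of 5 nM fluorescein-DNA and 100nM Texas-615-DNA. Fluorescence polarization was read for both dyes.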
BAZ2B inh – blocks human BAZ2B | Q9UIF8 | AlphaScreen BAZ2B-H3K14Ac peptide displacement | Potency, µM (doses to about 114 µM), without a hit: at the top dose activity change, negative = inhibition, actives largely listed as inhibitors | 360,000 compounds, 4.4% hits | AID 504333; also: potency is read from the fitted curve at half-maximal effect; % is scaled to controls: 0 for no effect and ±100 for the full control effect; nearly all actives have a fitted effect of over 60% in size
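Inhibition is scored as reduced AlphaScreen emission. The BAZ2B/b-H3(5-23)K14Ac complex (50 nM each) in PBS pH 7.4, 0.01% Tween-20 meets compound (up to 110 uM) for 30 min at RT before bead addition.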
PI4K2A block – inhibitors of human PI4K2A; Q9BTU6; purified PI4K2A, ADP-Glo luminescence, 1 h; active compounds read low; activity change, negative = inhibition, % at 76.9 µM; 420,000 compounds, 0.13% hits; in the data active = activity change below about -50%; inconclusive = mostly about -30% to -49%;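 also: -100% = wells without enzyme as full effect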
Target sequence (Q9BTU6 whole entry, looked up): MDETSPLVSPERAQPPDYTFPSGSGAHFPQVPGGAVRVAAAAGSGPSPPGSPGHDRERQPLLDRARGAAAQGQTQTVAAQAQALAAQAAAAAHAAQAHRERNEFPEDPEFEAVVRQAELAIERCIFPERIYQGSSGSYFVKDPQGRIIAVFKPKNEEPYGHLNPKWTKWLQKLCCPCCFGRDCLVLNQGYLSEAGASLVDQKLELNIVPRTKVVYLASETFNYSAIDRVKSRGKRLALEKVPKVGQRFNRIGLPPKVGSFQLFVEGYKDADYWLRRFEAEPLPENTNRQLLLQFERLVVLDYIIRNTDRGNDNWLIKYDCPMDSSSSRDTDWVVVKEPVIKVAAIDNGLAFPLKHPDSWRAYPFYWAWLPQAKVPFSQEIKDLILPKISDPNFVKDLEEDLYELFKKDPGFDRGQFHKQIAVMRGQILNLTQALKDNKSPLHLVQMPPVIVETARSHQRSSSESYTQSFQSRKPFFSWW
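Compounds are screened against recombinant PI4K2A using PI as substrate and ATP, the latter dispensed at 300 microM. Reactions run one hour at ambient temperature before ADP-Glo detection; full inhibition defined by wells lacking enzyme.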
Active calls of the source: *; i = inactive; ? = inconclusive; / = not tested or not shown; [ ] = remark or other dose. Unless noted, calls follow the shape of the dose curve; as a rule, active = well fitted curve in the direction sought with a large enough effect; inconclusive = small, poorly fitted or top-dose-only effect, or another doubt; inactive = no such curve, though single readings can be large; an effect the other way counts as inactive or inconclusive. A portion of the library (hit frequency here may not be typical).

Every second line gives: HP1b binding inh | GLS inhibitor | G9a block | BAZ2B inh | RGS4 inhibitor | PI4K2A block | ERG-DNA inh | 12-LOX inh | JMJD2A Tudor inh
O=C(COC(=O)CNC(=O)c1ccc(Cl)cc1)NC1CCCCCC1
→ 23% | 17% | 12%[59 µM] | 12% | 2% | -1 | -10% | 24% | -5%
CC(C)c1ccc(NC(=O)c2ccc(=O)n(Cc3ccccc3)c2)cc1
→ 4% | -14% | 11%[59 µM] | -17% | 7% | -1 | -6% | ? | -31%
CCN(CC)c1ccc(/C=N/NC(=O)CNC(=O)c2ccc3c(c2)OCCO3)cc1
→ 0% | -12% | 45µM* | -31% | -19% | -1 | 4% | 8% | -33%
CCOc1c(OC)cccc1C1CC(=O)Nc2cc3c(cc21)OCCO3 (configuration not stated)
→ 24% | 0% | -38%[59 µM] | -21% | -12% | -4 | 9% | 15%[57.4 µM] | -29%
S=c1c2[nH]cnc2ncn1CCSc1ncnc2nc[nH]c12
→ 49%[activator] | -18% | / | / | -38% | 11 | 1% | 0% | 13µM*
CCCN(CC(=O)Nc1ccccc1C)C(=O)C1CC(=O)N(c2ccccc2OCC)C1 (configuration not stated)
→ -6% | 4% | / | / | 6% | 3 | 7% | 4% | -7%
S=C(c1ccc(Br)cc1)N1CCN(Cc2ccccc2)CC1
→ -35% | -12% | / | ? | ? | 6 | 10% | -24% | ?
Cc1ccc(C)c(CN2C(=O)c3ccccc3S(=O)c3ccc(C(=O)NCCCN4CCCC4)cc32)c1 (configuration not stated)
→ 33% | -1% | ? | -20% | 5% | -6 | 0% | ? | -28%
Clc1ccc(OCCN2CCOCC2)cc1
→ 14% | 1% | 12% | -12% | 2% | 0 | -17% | 47%[activator] | -17%
Cc1cccc(-c2oc3ccccc3c2-c2ccc3c(c2)OCO3)c1
→ 140%[activator] | 1% | 114%[activator] | 13% | -6% | 6 | ? | ? | 79%[activator]
CC1CCc2sc(C(=O)NC(C)C3CCCO3)cc2C1 (configuration not stated)
→ 27% | 8% | -6%[0.501 µM] | -14% | 12% | -2 | -2% | ? | -6%
CCc1noc(C)c1C(=O)Nc1cc(S(=O)(=O)N2CCCCC2)ccc1N(C)C
→ 7% | 9% | ? | 6% | 12% | 1 | 5% | 1% | -19%
COc1ccc(Cl)cc1NC(=O)Cn1c(NCCO)nc2ccccc21
→ 4% | 6% | 4% | / | 6% | 1 | -7% | -1% | -26%
COc1ccc(C(CNC(=O)c2sccc2C)N2CCOCC2)cc1 (configuration not stated)
→ 37% | -10% | 12%[2.33 µM] | 10% | -19% | 1 | -5% | -12% | 1%
C=CCn1c(O)c(N=NC(=O)CNC(=O)/C=C/c2ccco2)c2ccccc21
→ -11% | -21% | 50µM* | ? | -22% | ? | / | ? | ?
S=C(NCc1cccs1)Nc1ccc(Cl)cc1
→ 40%[activator] | -2% | 2% | 1% | -7% | 6 | -1% | ? | 9%
COc1ccc(-n2ncc(N(C)n3cccc3)c(Cl)c2=O)cc1
→ 19% | -3% | ? | 5% | 1% | -7 | -8% | -7% | -1%
COc1ccc(NC(=O)Cc2ccc(C)c(C)c2)cc1Cl
→ -9% | -1% | -35% | 5% | -29% | -5 | -6% | 3% | ?
O=C(NC1CCCC1)C(c1ccccn1)N(C(=O)c1csnn1)C1CCCC1 (configuration not stated)
→ 14% | 1% | 1%[59 µM] | -4% | 10% | -2 | -5% | -8% | -18%
COc1ccc(S(=O)(=O)N2CCN(C)CC2)c(C)c1
→ 36% | -3% | ? | -3% | -8% | 1 | -12% | ? | -17%
COc1cc(OC)c2c(-c3cccc(-c4ccc(C(F)(F)F)cc4)c3)cc(=O)oc2c1
→ 27% | -2% | 30%[59 µM] | / | 16% | -5 | 7% | ? | -26%
O=C(Nc1ccccc1C(=O)N1CCOCC1)c1ccc([N+](=O)[O-])cc1
→ 25% | -2% | 39%[12.7 µM] | -27% | 11% | -3 | -7% | -2% | -5%
O=C(CSc1ccc(F)cc1)NC1CCCCC1
→ 26% | -11% | 6% | -2% | -22% | 4 | -13% | -5% | 18%
Cc1cc(C)n(CCc2nc(-c3ccco3)cs2)n1
→ ? | 10% | 3.5µM* | 50µM* | -51% | 4 | 7% | ? | 50µM*
CC1CCCC(NC(=O)COC(=O)/C=C/c2ccc([N+](=O)[O-])cc2)C1C (configuration not stated)
→ 7% | 5% | / | / | 12% | 9 | -7% | -13% | -8%
CCOC(=O)C1CCN(C(=O)C(=O)Nc2ccc3nc4n(c(=O)c3c2)CCCCC4)CC1
→ 26% | 9% | 17% | 0% | -23% | -2 | 6% | 12% | -6%
COC(=O)N/N=C/c1cc(N=Nc2ccccc2Cl)ccc1O
→ 33% | 7% | -24% | ? | -12%[56.9 µM] | -5 | 4% | 2% | ?
O=S(=O)(c1cccc(NC(=S)Nc2ccc(Br)cc2Cl)c1)N1CCOCC1
→ 7% | -2% | -1%[12.7 µM] | 14% | -18% | -15 | 12% | ? | -7%
CCn1c(Cn2nnc(-c3ccccc3)n2)nnc1SCC(=O)N1CCOCC1
→ 11% | -2% | -3%[12.7 µM] | -3% | -2% | 3 | 2% | 0% | -7%
COc1ccc(C2CC(c3ccccc3OC(C)=O)=NN2C(=O)/C=C/c2ccccc2)cc1OC (configuration not stated)
→ 1% | 18% | ? | ? | 2% | -4 | 0% | -11% | ?
CCOc1ccc(C(Nc2ccc(C)cc2)P2(=O)OCC(C)(C)CO2)cc1 (configuration not stated)
→ 1% | 18% | 13% | ? | 23% | -2 | -1% | i | -22%
Cc1cc(-n2c(C)cc(C(=O)COc3ccc(F)c(F)c3)c2C)no1
→ 16% | -6% | -2%[12.7 µM] | -2% | -15% | 0 | -5% | / | -1%
CCCCN(c1ccccc1)c1ncnc2nc[nH]c12
→ 36% | -6% | -7% | 14% | -12% | -2 | -10% | / | -25%
CNc1ncc(C(=O)c2ccccc2)s1
→ 20% | 3% | / | 3% | 7% | 1 | 6% | -6% | -13%
N#Cc1c2n(c3c(=O)n(Cc4ccccc4Cl)cnc13)CCCC2
→ 23% | -7% | -41% | -1% | -26% | -1 | -6% | ? | -15%
CC1CCCN(c2ncnc3c2cnn3-c2ccccc2)C1 (configuration not stated)
→ 134%[activator] | 1% | 43%[59 µM] | 24% | -24% | -15 | 8% | 9% | 16%
NC(=O)CC(NC(=O)c1ccccc1)c1ccc(N2CCN(c3ccccc3)CC2)c([N+](=O)[O-])c1 (configuration not stated)
→ 44%[activator] | -3% | / | -9% | -14% | -2 | -9% | -12% | -15%
CC(C)(C)OC(=O)N(Cc1ccccc1)Cc1ccccc1OCc1cccc(NC(=O)C2CC2)c1
→ 72%[activator] | -11% | / | / | -13% | 2 | 8% | 10% | -9%
CCN(c1ccccc1)S(=O)(=O)c1cccc(C(=O)N(C)CC(=O)Nc2ccc(F)c(F)c2F)c1
→ 42%[activator] | -2% | / | / | 5% | -3 | 1% | -1% | -21%
Cc1ccccc1-c1cc(C(=O)NCc2ccc3c(c2)OCO3)nn1CC1CC(c2cccc([N+](=O)[O-])c2)=NO1 (configuration not stated)
→ -7% | 1% | / | / | ? | -5 | 3% | -18% | -27%

3 of the entries above in order of their number in PI4K2A block, descending.
Every second line gives: HP1b binding inh | GLS inhibitor | G9a block | BAZ2B inh | RGS4 inhibitor | PI4K2A block | ERG-DNA inh | 12-LOX inh | JMJD2A Tudor inh
CNc1ncc(C(=O)c2ccccc2)s1
→ 20% | 3% | / | 3% | 7% | 1 | 6% | -6% | -13%
CCOC(=O)C1CCN(C(=O)C(=O)Nc2ccc3nc4n(c(=O)c3c2)CCCCC4)CC1
→ 26% | 9% | 17% | 0% | -23% | -2 | 6% | 12% | -6%
COc1ccc(C2CC(c3ccccc3OC(C)=O)=NN2C(=O)/C=C/c2ccccc2)cc1OC (configuration not stated)
→ 1% | 18% | ? | ? | 2% | -4 | 0% | -11% | ?

(next part)
Every second line gives: HP1b binding inh | GLS inhibitor | G9a block | BAZ2B inh | RGS4 inhibitor | PI4K2A block | ERG-DNA inh | 12-LOX inh | JMJD2A Tudor inh
N#CCC(=O)Nc1ccc(C(=O)NNC(=O)CCN2CCN(c3ccccc3)CC2)cc1
→ 7% | 12% | 23%[2.33 µM] | ? | -9% | 8 | 1% | 5% | -32%
Cn1c(=O)n(C)c2cc(/C=N/NC(=O)c3ccc(Cl)cc3Cl)ccc21
→ 38%[activator] | 7% | 18% | -38%[57.1 µM] | 13% | -6 | 3% | 0% | -2%
COc1ccc(NC(=S)NC(NC(=O)C(C)C)C(Cl)(Cl)Cl)c([N+](=O)[O-])c1 (configuration not stated)
→ ? | 2% | / | -6% | -2% | 73 | -1% | ? | -30%
COC(=O)c1cc2oc(C)cc2n1CC(=O)N(C)c1ccccc1
→ 4% | 5% | ? | -2% | -15% | 3 | 5% | -23% | ?
CCCN(C(=O)c1cc(S(=O)(=O)N(C)c2ccc(OCC)cc2)ccc1C)C1CCS(=O)(=O)C1 (configuration not stated)
→ 33% | -2% | -6%[2.33 µM] | -2% | 1% | -1 | 9% | 32%[activator] | -23%
COc1ccccc1N1N=C(c2cccs2)CC1c1ccccc1 (configuration not stated)
→ 377%[activator] | 12% | 16% | 171%[activator] | -6% | 1 | 5% | ? | 170%[activator]
CN(Cc1ccc(F)cc1)C(=O)c1sccc1-c1ccccc1
→ 54%[activator] | 10% | 40µM* | ? | 20% | -1 | 3% | 8% | 27%
